PHOSPHO1 block – PHOSPHO1 (human) inhibition; hit rate 1.1% among 290,000; AID 1565; inhibition, % at 13.3 µM; recombinant PHOSPHO1, absorbance phosphatase assay; Q8TCT1; in the data active = inhibition above about 60%
Target sequence (Q8TCT1 whole entry, looked up): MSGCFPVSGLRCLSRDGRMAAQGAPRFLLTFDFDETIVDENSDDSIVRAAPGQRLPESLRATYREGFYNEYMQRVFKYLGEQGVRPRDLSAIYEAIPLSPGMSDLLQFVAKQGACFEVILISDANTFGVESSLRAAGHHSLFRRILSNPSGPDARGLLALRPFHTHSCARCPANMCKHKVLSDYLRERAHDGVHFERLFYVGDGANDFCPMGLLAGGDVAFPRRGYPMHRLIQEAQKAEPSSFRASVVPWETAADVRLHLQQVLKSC
HCV NS3 hel inh – blocks Hepatitis C virus NS3 helicase unwinding; NS3 helicase DNA unwinding, Cy5 molecular beacon fluorescence; inhibition, % at 10.9 µM; hit rate 0.56% among 290,000; AID 1800;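 active = inhibition above the mean of all tested compounds plus 3 SD, set per campaign, cut at about 35% in these data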;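 also: 0% = DMSO wells and 100% = thioflavine S control wells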
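System: HCV NS3 helicase fragment; control set: DMSO and thioflavine S; technique: Cy5 fluorescence at 0 and 60 min, beacon hairpin quenching; reagent: beacon DNA duplex substrate plus ATP; replicates: singlicate; schedule: 1 h reaction at 25 °C, ATP-initiated; medium: MOPS buffer pH 6.5 with MgCl2, DTT, Tween20, BSA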
IMP-1 inhibitor – blocks Pseudomonas aeruginosa IMP-1 metallo-beta-lactamase; inhibition, % at 5.6 µM; hit rate 0.45% among 290,000; purified IMP-1, nitrocefin hydrolysis, epi-absorbance fluorescence; AID 1556;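 active = inhibition above the mean plus 3 SD of all compounds in the same screening run, cut at about 4.5% in these data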;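 also: 0% = IMP-1 with DMSO and 100% = DMSO wells lacking enzyme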
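System: purified IMP-1; amount: IMP-1 0.2 nM before substrate addition; compound: single dose, 5.6 µM; times: 25 °C, 15 min preincubation, 25 min reaction; signal: Epi-absorbance via hydrolysed-nitrocefin quenching of white-plate fluorescence, 480/530 nm, EDTA stop; benchmarks: DMSO with and without IMP-1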
MEKK3 PB1 HTS – modulators (inhibitors or enhancers) of MEK5 binding to human MEKK3 PB1 domain. Q99759. binding response (% of control), % at 10 µM. AID 1529. bead-based flow cytometry, Alexa488-MEK5 binding to MEKK3; actives lie on both sides; 0 = blocked by unlabeled MEK5, 100 = vehicle. hit rate 1.4% among 290,000;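 active = binding response more than 3 SD above or below the average of its plate-row segment, actives on both sides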;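 also: Alexa488 bead fluorescence after subtracting the streptavidin-only scavenger bead signal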
Target sequence (Q99759 whole entry, looked up, the tested form may be a part): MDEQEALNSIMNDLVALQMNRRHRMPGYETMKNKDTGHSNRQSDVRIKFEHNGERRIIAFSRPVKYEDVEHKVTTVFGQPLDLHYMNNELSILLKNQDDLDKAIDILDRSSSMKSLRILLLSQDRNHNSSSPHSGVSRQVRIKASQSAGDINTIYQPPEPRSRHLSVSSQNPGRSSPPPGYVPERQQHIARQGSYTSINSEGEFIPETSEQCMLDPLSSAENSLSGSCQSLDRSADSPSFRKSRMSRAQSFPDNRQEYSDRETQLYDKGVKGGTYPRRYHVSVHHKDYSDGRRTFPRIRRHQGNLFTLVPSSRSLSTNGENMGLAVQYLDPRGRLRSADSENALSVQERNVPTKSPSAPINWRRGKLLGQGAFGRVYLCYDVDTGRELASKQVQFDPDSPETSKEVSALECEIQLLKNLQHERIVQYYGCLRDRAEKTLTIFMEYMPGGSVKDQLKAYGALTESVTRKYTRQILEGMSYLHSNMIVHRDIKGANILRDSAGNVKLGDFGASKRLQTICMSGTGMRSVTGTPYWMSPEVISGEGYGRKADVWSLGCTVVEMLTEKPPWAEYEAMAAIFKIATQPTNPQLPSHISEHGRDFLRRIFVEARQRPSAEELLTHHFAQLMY
VIM-2 inh – inhibitors of Pseudomonas aeruginosa VIM-2 metallo-beta-lactamase | hit rate 0.89% among 290,000 | purified VIM-2, nitrocefin hydrolysis, epi-absorbance fluorescence | inhibition, % at 5.6 µM;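 active = inhibition above the mean of all tested compounds plus 3 SD, cutoff set per screening run, cut at about 7.5% in these data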;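 also: red hydrolysis product quenches plate fluorescence so inhibitors raise well fluorescence; 0% = enzyme with DMSO and 100% = DMSO without enzyme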
p-CIP stab down – lowers stability of the mouse p/CIP coactivator protein; Q05BA5; F442A p/CIP-EGFP cells, EGFP fluorescence, 16 h; decrease of EGFP signal, % at 10 µM; hit rate 0.01% among 290,000; AID 1984;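 active = EGFP signal decrease of at least 30% at 10 µM or well 3 SD below plate mean, unless failing retest; inactive = the rest, including hits failing retest or dose response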; also: some compounds called inactive have numbers as strong as hits; many of its hits are not listed in these tables
IDE act – IDE (human) activation, cell-based; HEK cells, FAbeta-B cleavage, fluorescence polarization; 0% vehicle, 100% cell-free pure enzyme wells; activation, % at 5.96 µM; hit rate 0.073% among 340,000; AID 493087;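 active = activation above the mean of all tested compounds plus 3 SD, set per screening campaign, cut at about 17% in these data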
DNA FID counter – displaces DNA intercalator in HCV helicase counter-screen; hit rate 0.17% among 290,000; inhibition, % at 7.9 µM; DNA fluorescent intercalator displacement, fluorescence; in the data active = inhibition above about 37%;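 also: 0% = vehicle and 100% = reference compound; higher means more ethidium bromide displaced from hairpin DNA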
SUMO HTRF inh – inhibitors of human SUMOylation (UBC9); inhibition, % at 35 µM; HTRF SUMOylation assay, SAE1/SAE2 + UBC9, in vitro; hit rate 0.36% among 290,000; in the data active = inhibition above about 50%, passing the limit was not always enough; also: strong numbers were not always called active
Target sequence (P63279 whole entry, looked up): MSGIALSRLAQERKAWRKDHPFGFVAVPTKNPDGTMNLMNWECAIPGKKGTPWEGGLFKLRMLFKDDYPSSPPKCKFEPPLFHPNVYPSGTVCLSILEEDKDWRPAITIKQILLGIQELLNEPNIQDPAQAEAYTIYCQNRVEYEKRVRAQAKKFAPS
* marks the source's active call; other numbers are inactive results; / = not tested or not shown. Not all compounds are listed; rates above refer to the full screens.

SMILES | PHOSPHO1 block | HCV NS3 hel inh | IMP-1 inhibitor | MEKK3 PB1 HTS | VIM-2 inh | p-CIP stab down | IDE act | DNA FID counter | SUMO HTRF inh
O=C(Nc1ncc2c(n1)-c1ccccc1OC2)c1ccc(Cl)cc1 | -17.6 | -3.6 | -0.8 | 99.0 | -1.1 | -3.3 | 2.4 | -3.9 | 10.1
Cc1noc(C)c1C(=O)N1CCN(C(=O)c2sc3cc(Cl)ccc3c2Cl)CC1 | 0.1 | -1.3 | -1.4 | 99.0 | -2.5 | -22.0 | -6.7 | -16.9 | -8.9
O=C(NNC(=O)C1CCN(Cc2cccc(F)c2)CC1)c1cccc(Cl)c1 | 25.5 | -3.6 | -2.1 | 102.0 | 1.1 | 7.4 | 2.9 | 8.3 | 3.5
O=C(CSc1nc2ncc(Cl)cc2[nH]1)NCC(=O)Nc1ccc(F)c(F)c1F | 14.7 | 0.6 | -2.5 | 101.0 | -5.0 | -11.3 | 4.7 | -0.6 | 22.9
Cn1c(=O)[nH]c(=O)c2c1nc(N1CCCCC1)n2CCCSc1nc2ccccc2s1 | -23.2 | -5.7 | -3.4 | 108.0 | -0.5 | -3.5 | -4.3 | -41.1 | 7.9
CNC[C@@H](CC1CCCCC1)NC[C@H](CC(C)C)NCCc1cccc(C(F)(F)F)c1 | 4.7 | -89.9 | -1.0 | 109.0 | -0.6 | 4.3 | 21.4* | 34.9 | 7.6
COc1ccccc1C(=O)NC(C)C(c1cccs1)N1CCN(C)CC1 (stereo not given) | 20.6 | -1.9 | -2.9 | 90.0 | -2.3 | 6.3 | 2.4 | 6.4 | 4.5
COc1ccc(Cl)cc1S(=O)(=O)N1CCC(O)(c2ccc(Cl)cc2)CC1 | 12.9 | -3.3 | -2.8 | 103.0 | -0.9 | -5.6 | 4.0 | -0.2 | 0.8
COc1ccc(CNC(=O)C2CCN(S(=O)(=O)c3c(C)noc3/C=C/N(C)C)CC2)cc1 | 27.9 | 15.4 | -1.5 | 102.0 | -0.5 | -21.0 | -1.9 | -35.6 | 8.4
CC(Oc1ccc(Cl)cc1Cl)C(=O)N(Cc1ccco1)C1CCS(=O)(=O)C1 (stereo not given) | -38.9 | -2.8 | -4.6 | 98.0 | -4.0 | -10.4 | 2.8 | -26.6 | 24.6
Cn1c(SCC(=O)Nc2ccc(N3CCOCC3)c(Cl)c2)nnc1C(O)c1ccccc1 (stereo not given) | -3.9 | -7.8 | -4.3 | 100.0 | -5.8 | -8.9 | 4.9 | -20.1 | -11.3
Cc1ccc(S(=O)(=O)N2CCN(Cc3nc4sc5c(c4c(=O)[nH]3)CCCC5)CC2)cc1 | 3.4 | -4.6 | -2.0 | 98.0 | -5.0 | 1.2 | -2.6 | -7.0 | 5.3
CC1CCN(C(=O)C(C)c2ccc([N+](=O)[O-])cc2)CC1 (stereo not given) | -40.0 | 1.9 | -3.0 | 104.0 | -2.5 | -14.8 | -0.1 | -0.9 | -3.1
Cc1c(NC(=O)CCC(=O)N2CCCCC2)c(=O)n(-c2ccccc2)n1C | -0.7 | 3.8 | -0.9 | 108.0 | -0.3 | -2.6 | 2.7 | -0.1 | 10.0
O=C(O)CNC(=S)N(Cc1ccc(F)cc1)C1CCCCC1 | -6.7 | 6.5 | -1.2 | 91.0 | 6.4 | -4.9 | -3.0 | -31.1 | -1.0
Cc1ccc(Cn2nnnc2CN2CCC(O)(c3ccccc3F)CC2)cc1 | -3.3 | -1.9 | -0.5 | 80.0 | -3.5 | -12.5 | -0.4 | -36.1 | 10.7
CN1CCC(=O)N(CCSc2ccccc2)CC1 | 20.9 | 15.9 | -1.8 | 101.0 | -1.6 | -4.5 | 1.5 | -7.7 | -5.2
O=C(COC(=O)c1ccc(Cl)cc1[N+](=O)[O-])NC(=O)c1ccccc1 | 22.6 | -4.1 | -1.0 | 100.0 | -0.8 | -7.1 | 4.3 | 2.1 | 12.5
O=C(Nc1ccc(CN2CCOCC2)cc1)c1ccc(-c2cc(Cl)ccc2Cl)o1 | 7.8 | -19.9 | -3.1 | 106.0 | -5.6 | -5.7 | 4.0 | 6.2 | 6.2
CCOc1ccc(-n2c(-c3ccc(OC)cc3)c[n+]3c2CCCCC3)cc1 | 4.1 | -10.4 | -1.7 | 104.0 | -2.1 | 1.6 | 0.9 | 5.1 | 2.7
O=C(O)CSc1ccc(Oc2ccc(SCC(=O)O)cc2)cc1 | 26.1 | 8.2 | -2.0 | 93.0 | -5.5 | -11.5 | 1.4 | -15.3 | 9.8
COc1ccc(CCCc2n[nH]c(=S)o2)cc1 | -3.0 | 5.0 | -1.7 | 92.0 | -2.7 | 6.8 | 1.0 | -4.7 | 0.5
C/C=C/C=C\C(=O)Nc1cccc(C2=NOC3(C2)C[C@H](C(N)=O)N(C(=O)/C=C/C)C3)c1 (stereo not given in full) | 26.5 | / | / | 96.0 | / | -2.7 | -0.4 | / | -9.1
CNC(=O)c1nnn(Cc2ccccc2)c1NC(=O)C(F)(F)F | 28.3 | 0.8 | -2.9 | 113.0 | -2.7 | -17.0 | 6.0 | -2.8 | 26.1
Cc1cc(C)c(NC(=O)Cn2ncc3ccccc32)c(C)c1 | 5.1 | 1.9 | -5.5 | 94.0 | -2.5 | -5.7 | 5.7 | -17.7 | -1.0
CCn1c(C)nc2cc(S(N)(=O)=O)ccc21 | -4.6 | -1.7 | -1.2 | 102.0 | -6.3 | 5.3 | 2.2 | 10.4 | 11.8
CSCC(=O)N1CCC(Oc2cccc(C(=O)NCc3ccccn3)c2)CC1 | 24.2 | 4.9 | -0.3 | 101.0 | 0.0 | -7.0 | -4.3 | -22.1 | 4.8
COc1cccc(OCc2cc(C(=O)NCc3ccc4c(c3)OCO4)no2)c1 | 39.5 | -3.8 | -0.9 | 104.0 | 0.2 | -1.3 | 4.9 | -28.3 | 7.4
CCc1c(O)nc(SCC(=O)Nc2nc3ccccc3s2)n(-c2ccccc2)c1=O | 8.1 | -7.3 | -2.7 | 96.0 | -3.4 | 12.3 | 7.6 | -35.0 | -4.8
COc1ccc(CCNC(=O)c2ccc3nc(N4CCOCC4)sc3c2)cc1OC | 30.6 | 0.2 | -6.4 | 99.0 | -2.1 | 4.0 | 4.2 | -47.3 | 16.1
Cc1cc(=O)oc(C)c1C(=O)n1nc(C)c2c1C[C@@H]1[C@H]2C1(C)C | -2.9 | -5.3 | 2.2 | / | -1.1 | 5.1 | 5.7 | -18.7 | 15.4
COc1ccc(C2CC2C(=O)c2ccccn2)cc1 (stereo not given) | 7.3 | -3.7 | -1.2 | 100.0 | -0.4 | -0.1 | 4.2 | -4.8 | 7.4
CCOc1cccc(C(=O)Nc2ccccc2N2CCN(C(=O)C(C)C)CC2)c1 | 24.9 | 0.4 | -7.6 | 100.0 | -3.4 | -11.6 | 0.1 | -19.9 | 15.0
COc1ccccc1Oc1nc(-c2cccnc2)nc2ccccc12 | -13.4 | 0.6 | -4.8 | 102.0 | -5.3 | -6.9 | -34.9 | -26.9 | -5.2
CCOC1OC(=O)C(Cl)=C1Nc1ccc(C)cc1C (stereo not given) | -2.4 | 4.9 | -2.6 | 104.0 | -3.3 | -0.4 | 1.5 | -4.9 | 3.0
C=CCNc1nc(C(F)(F)F)nc2c1nnn2Cc1ccccc1Cl | 14.9 | -3.9 | -4.8 | 112.0 | -0.6 | -3.4 | -0.5 | -9.6 | -10.1

Overlap with the part before: 3 entries; new compounds follow.
SMILES | PHOSPHO1 block | HCV NS3 hel inh | IMP-1 inhibitor | MEKK3 PB1 HTS | VIM-2 inh | p-CIP stab down | IDE act | DNA FID counter | SUMO HTRF inh
COc1ccccc1Oc1nc(-c2cccnc2)nc2ccccc12 | -13.4 | 0.6 | -4.8 | 102.0 | -5.3 | -6.9 | -34.9 | -26.9 | -5.2
CCOC1OC(=O)C(Cl)=C1Nc1ccc(C)cc1C (stereo not given) | -2.4 | 4.9 | -2.6 | 104.0 | -3.3 | -0.4 | 1.5 | -4.9 | 3.0
C=CCNc1nc(C(F)(F)F)nc2c1nnn2Cc1ccccc1Cl | 14.9 | -3.9 | -4.8 | 112.0 | -0.6 | -3.4 | -0.5 | -9.6 | -10.1
CN(C)Cc1nc2c(c(=O)[nH]1)C1(CCCCC1)Cc1ccccc1-2 | 6.8 | -28.2 | 0.2 | 95.0 | -2.0 | -2.7 | -0.3 | 0.9 | -1.9
O=C(O)[C@@H]1CCCN1C(=O)COc1ccc2c3c(c(=O)oc2c1)CCC3 | 33.8 | 15.1 | -4.6 | 99.0 | 1.3 | 19.6 | 2.5 | -6.9 | -2.0
O=C(O)c1ccc2c(c1)SC1=NS(=O)(=O)CCN12 | 36.8 | 8.7 | -1.3 | 93.0 | -1.0 | 3.9 | -3.5 | -8.4 | 18.6
O=C(OCc1ccccc1)N1CCc2ccccc21 | 36.0 | -0.9 | -2.3 | 106.0 | -0.2 | -4.5 | 8.7 | -16.5 | -4.2
CCc1c(C)sc(NC(=O)C2CC2)c1C(=O)OC(C)C | -8.6 | -10.2 | -4.2 | 100.0 | -3.6 | -7.6 | -3.3 | -5.1 | -3.6
CCOC(=O)Cc1csc(NC(=O)c2csc3c2CCCC3)n1 | 10.5 | 4.6 | -3.6 | 86.0 | -1.5 | -8.5 | -15.4 | -22.2 | -8.4
C=CCOc1c(CNc2cccc(C(=O)O)c2)cccc1OC | -2.1 | 7.0 | -5.1 | 101.0 | -2.8 | 4.7 | 0.4 | -12.4 | -3.0
COC(=O)c1cn(NC(=O)c2ccc([N+](=O)[O-])c(C)c2)c(=O)c2ccccc12 | 16.5 | 3.7 | -5.1 | 99.0 | -2.6 | 8.7 | 4.9 | 0.9 | -0.6
COc1cc(/C=C/C(=O)NC(=O)c2ccccc2O)ccc1OC(C)=O | 34.3 | 3.4 | -2.0 | 95.0 | -2.9 | 7.8 | -9.5 | -21.2 | -1.1
CCC(=O)Nc1c(C)n[nH]c1C | -11.7 | -5.4 | -0.8 | 97.0 | 0.9 | -23.5 | 8.7 | -0.5 | -2.1
Cc1nc(NCCc2ccc(S(N)(=O)=O)cc2)c2c3c(sc2n1)CCC3 | -29.2 | 1.7 | -3.2 | 95.0 | 7.9* | -15.3 | 9.2 | -18.6 | 14.4
O=C(CSc1ccccc1)Nc1ccc(-c2nc3ccccc3[nH]2)cc1 | -8.9 | -18.1 | 1.1 | 94.0 | -1.2 | -1.2 | -8.8 | 6.7 | 8.7

Printed as active in VIM-2 inh (from the list above):
mol | PHOSPHO1 block | HCV NS3 hel inh | IMP-1 inhibitor | MEKK3 PB1 HTS | VIM-2 inh | p-CIP stab down | IDE act | SUMO HTRF inh
Cc1nc(NCCc2ccc(S(N)(=O)=O)cc2)c2c3c(sc2n1)CCC3 | -29.2 | 1.7 | -3.2 | 95.0 | 7.9* | -15.3 | 9.2 | 14.4

Screening results as filed in PubChem BioAssay.
